Screening results from PubChem.
Mcl1-Noxa inh: Mcl-1/Noxa interaction inhibition; TR-FRET Mcl-1/Noxa peptide binding, 2 h; 220,000 tested, 1.5% active; inhibition, % at 21.7 µM; AID 1022;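 active means compounds that cut the protein-peptide binding signal by more than 50% relative to plate controls in a single-dose test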;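 further: His-tagged Mcl-1 with rhodamine Noxa BH3 peptide and terbium anti-His antibody; 0% = Mcl-1 plus Noxa peptide wells and 100% = peptide-only wells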
Target sequence (Q07820 whole entry, looked up): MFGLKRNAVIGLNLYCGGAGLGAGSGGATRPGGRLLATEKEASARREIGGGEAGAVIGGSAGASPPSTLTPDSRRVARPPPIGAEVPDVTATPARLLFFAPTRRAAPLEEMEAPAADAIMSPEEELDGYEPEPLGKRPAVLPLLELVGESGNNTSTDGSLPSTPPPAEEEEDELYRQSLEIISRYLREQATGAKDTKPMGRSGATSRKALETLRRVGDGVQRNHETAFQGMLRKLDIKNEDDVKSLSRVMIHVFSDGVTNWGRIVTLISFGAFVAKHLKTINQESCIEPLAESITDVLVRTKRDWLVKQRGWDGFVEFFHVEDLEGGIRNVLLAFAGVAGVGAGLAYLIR
Bcl-XL Bim block: disrupts Bim peptide binding to human Bcl-XL; bead flow cytometry, fluorescence; inhibition, % at 10 µM; 190,000 tested, 0.04% active; AID 1007
Target sequence (Q07817 whole entry, looked up): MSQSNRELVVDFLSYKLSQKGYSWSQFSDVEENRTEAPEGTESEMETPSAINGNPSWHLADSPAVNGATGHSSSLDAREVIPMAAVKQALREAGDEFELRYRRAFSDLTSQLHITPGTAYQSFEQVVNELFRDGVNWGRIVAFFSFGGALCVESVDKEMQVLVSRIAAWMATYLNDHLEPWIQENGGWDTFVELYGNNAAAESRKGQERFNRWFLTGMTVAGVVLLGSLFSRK
Bim-Bcl-W: inhibitors of Bim-Bcl-W interaction, human | bead-based flow cytometry, Bim peptide-Bcl-W binding | inhibition, % at 10 µM | 190,000 tested, 0.02% active;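 further: 0% = bound tracer without compound and 100% = peptide blocker; higher means less fluorescent Bim peptide bound to Bcl-W beads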
Target sequence (Q92843 whole entry, looked up): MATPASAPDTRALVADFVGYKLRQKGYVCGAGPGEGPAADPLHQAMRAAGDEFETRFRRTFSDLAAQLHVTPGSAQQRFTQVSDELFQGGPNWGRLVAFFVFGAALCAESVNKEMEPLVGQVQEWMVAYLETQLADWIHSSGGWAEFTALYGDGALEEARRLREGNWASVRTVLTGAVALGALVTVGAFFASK
Bim-Mcl-1: disrupts Bim peptide binding to human Mcl-1. Bead-based flow cytometry, Bim peptide-Mcl-1 binding. inhibition, % at 10 µM. 190,000 tested, 0.1% active. AID 1009;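 further: 0% = no compound tracer wells and 100% = peptide blocker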
Bim-Bfl-1: inhibitors of Bim-Bfl-1 interaction, human; AID 1008; Q16548; 190,000 tested, 0.12% active; Bead-based flow cytometry, Bim-Bfl-1 binding inhibition; inhibition, % at 10 µM;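 further: 0% = wells without compound plus tracer and 100% = blocker peptide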
RGS8-Gao reg: modulates binding of RGS8 to human Galphao; P09471; multiplexed bead flow cytometry; actives lie on both sides; response (percent of control binding), % at 10 µM; 220,000 tested, 0.34% active; AID 1423; in the data active means response below about 60% or above about 140%; inactive means in between;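 further: Galphao activated as the GDP aluminium fluoride complex binding bead-coupled RGS8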
Bcl-B Bim block: inhibitors of Bim-Bcl-B interaction, human; Q9HD36; inhibition, % at 10 µM; 190,000 tested, 0.073% active; AID 951; bead-based flow cytometry, Bim peptide-Bcl-B binding;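 further: 0% = tracer peptide without compound and 100% = reference inhibitor peptide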
RGS7-Gao reg: human RGS7-Galphao interaction regulation | P09471 | Multiplexed bead flow cytometry, RGS7-Galphao binding; actives lie on both sides | binding response (% of control), % at 10 µM | 220,000 tested, 0.35% active | AID 1439; in the data active means binding response below about 49% or above about 150%; inconclusive means no clear call, values can overlap the other calls; inactive means in between;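 further: fluorescent Galphao held in activated GDP-AlF4 state binding bead-coupled RGS7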
Bcl-2 Bim block: human Bim-Bcl-2 interaction inhibition; AID 950; P10415; Bead-based flow cytometry, Bim peptide-Bcl-2 binding; inhibition, % at 10 µM; 190,000 tested, 0.06% active; in the data active means inhibition above about 40%; inconclusive means no clear call, values can overlap the other calls;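 further: 0% = no compound wells with probe peptide and 100% = reference peptide inhibitor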
Target sequence (P10415 whole entry, looked up): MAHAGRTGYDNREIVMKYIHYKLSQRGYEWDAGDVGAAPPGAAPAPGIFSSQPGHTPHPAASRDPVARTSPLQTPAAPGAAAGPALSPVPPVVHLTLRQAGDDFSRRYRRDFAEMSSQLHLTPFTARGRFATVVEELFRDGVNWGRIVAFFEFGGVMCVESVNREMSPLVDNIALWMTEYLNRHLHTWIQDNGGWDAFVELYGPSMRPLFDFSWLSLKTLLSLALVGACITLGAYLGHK
RGS4-Gao reg: human RGS4-Galphao interaction regulation. P09471. Multiplexed bead flow cytometry, RGS4-Galphao binding; actives lie on both sides. binding response (% of control), % at 10 µM. 220,000 tested, 0.33% active; in the data active means binding response below about 49% or above about 150%; inactive means in between;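 further: fluorescent Galphao activated with aluminum fluoride binding bead-coupled RGS4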
Mcl1-Bid inh: disrupts binding of human Mcl-1 to Bid peptide; AID 1021; TR-FRET Mcl-1/Bid-Dy647 peptide binding, 1536-well; inhibition, % at 21.7 µM; Q07820; 220,000 tested, 0.97% active;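 active means compounds that cut the binding signal by more than half at the single screening dose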;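 further: His-tagged Mcl-1 with europium anti-His antibody binding Bid BH3 peptide; 0% = Mcl-1 plus peptide wells and 100% = peptide-only wells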
Numbers without * were called inactive; ? = inconclusive; . = not tested or not shown. Unless noted, no stated cut-off is given here; in the data, active means inhibition above about 40%.

SMILES	Mcl1-Noxa inh	Bcl-XL Bim block	Bim-Bcl-W	Bim-Mcl-1	Bim-Bfl-1	RGS8-Gao reg	Bcl-B Bim block	RGS7-Gao reg	Bcl-2 Bim block	RGS4-Gao reg	Mcl1-Bid inh
CC(=O)N1CCN(c2ccc(Oc3nnnn3-c3ccccc3)cc2)CC1	10	-3	-1	-1	2	99	-4	100	-2	100	-20
N#C/C(=C\c1cccnc1)c1ccc(Br)cc1	-8	.	.	.	.	101	.	?	.	100	-11
CCC(C)NC(=O)c1nc2c(nnn2Cc2ccccc2Cl)c(=O)[nH]1 (centres undefined)	-3	0	-2	-4	-2	105	-4	104	0	107	1
N#Cc1c(N)nc(SCC(=O)NC2CCCCC2)c(C#N)c1-c1ccc(Cl)cc1	-10	0	-2	-2	0	103	-3	102	0	100	4
Cc1cc(NC(=O)COC(=O)c2ccc(S(=O)(=O)N3CCCC3)cc2)no1	13	-1	1	0	-4	100	-3	?	-1	99	-27
O=C(O)c1cccc(NC(=S)NC(=O)c2ccncc2)c1	12	0	-2	-2	7	103	3	?	2	105	-11
Cn1nnnc1SCc1csc(C2C(C#N)=C(N)OC3=C2C(=O)CCC3)c1 (centres undefined)	-2	0	0	7	-3	100	-4	102	2	98	-24
O=C(CC12CC3CC(CC(C3)C1)C2)NCCN1CCOCC1	-2	0	2	0	-7	102	-3	98	0	96	-2
Cc1ccc(-c2csc3ncnc(SCC(=O)c4ccc5c(c4)OCCO5)c23)cc1	-17	-3	-5	-3	-4	95	-5	91	-2	90	-9
Cc1cccc(N(Cc2ccccc2F)S(C)(=O)=O)c1	-7	-5	-3	0	-16	102	-10	101	-9	99	4
CCOC(=O)N1CCN(C(=O)c2ccc3c(=O)n(-c4ccc(F)cc4)c(=S)[nH]c3c2)CC1	13	-2	-3	-6	-13	103	-11	105	-11	104	-7
Cc1ccc(C(=O)OCC(=O)NCCC2=CCCCC2)cc1N	-5	0	0	0	-4	100	-1	104	-3	102	-13
Cc1cccc(NC(=S)NC2CC3CCCC(C2)N3CC(C)C)c1 (centres undefined)	-6	.	.	.	.	102	.	96	?	96	-29
Cc1ccc(S(=O)(=O)N2CCCCC2)cc1NC(=O)COC(=O)Cc1cccc(C(F)(F)F)c1	-3	.	.	.	.	101	.	106	?	103	-7
CN(NC(=O)c1c(Cl)cccc1Cl)c1cccc(Cl)n1	1	0	3	2	-4	101	-1	101	-2	102	-23

A stretch from further up, as a working copy:
SMILES	Mcl1-Noxa inh	Bcl-XL Bim block	Bim-Bcl-W	Bim-Mcl-1	Bim-Bfl-1	RGS8-Gao reg	Bcl-B Bim block	RGS7-Gao reg	Bcl-2 Bim block	RGS4-Gao reg	Mcl1-Bid inh
Cc1ccc(S(=O)(=O)N2CCCCC2)cc1NC(=O)COC(=O)Cc1cccc(C(F)(F)F)c1	-3	.	.	.	.	101	.	106	?	103	-7
CN(NC(=O)c1c(Cl)cccc1Cl)c1cccc(Cl)n1	1	0	3	2	-4	101	-1	101	-2	102	-23

The results go on:
SMILES	Mcl1-Noxa inh	Bcl-XL Bim block	Bim-Bcl-W	Bim-Mcl-1	Bim-Bfl-1	RGS8-Gao reg	Bcl-B Bim block	RGS7-Gao reg	Bcl-2 Bim block	RGS4-Gao reg	Mcl1-Bid inh
COc1cccc(CNC(=O)CC2Sc3ccccc3NC2=O)c1 (centres undefined)	-16	-5	0	-1	-6	118	-7	114	-2	115	-4
Cc1noc(COc2ccccc2OCC(O)CNC(C)(C)C)n1 (centres undefined)	-14	3	11	18	-4	98	1	99	-1	98	-6
N=c1n(CCCOc2ccc(Br)cc2)c2ccccc2n1CC(N)=O	6	.	.	.	.	99	.	?	.	98	-18
O=c1c2c(-c3ccccc3)csc2nc2c3ccccc3c(NCCN3CCOCC3)nn12	17	29	19	19	5	105	7	104	10	104	12
Cc1cccc2c3nc4ccccc4nc3n(CCCN3C(=O)c4ccccc4C3=O)c12	14	11	3	3	8	102	-19	98	6	101	73*
COC(=O)CSc1nnc(CNC(=O)c2ccc(OC)c(OC)c2)n1C	15	-3	-1	-2	-2	104	-1	102	-2	105	3
COC(=O)c1ccc(C23CC4(C2)[C@H](CN(Cc2cccnc2)[C@@H]4c2ccccc2)C3c2ccc(Cl)nc2)cc1 (some centres undefined)	-6	.	.	.	.	103	.	?	.	100	-54
CC(=O)N1CCN(CC(=O)Nc2ccc(Cl)c(S(=O)(=O)N(C)C)c2)CC1	-4	-3	-3	-10	-2	102	-2	101	-3	100	-2
Cc1cccc(C)c1NC(=S)NCCc1ccc(O)c(O)c1	10	-1	0	0	3	100	-1	96	0	95	-63
Cc1c(CNC(=O)c2c([N+](=O)[O-])cnn2C)cnn1C	-1	-3	-1	3	-6	103	-1	103	0	103	-9
O=C(CSc1ncccn1)Nc1ccc2c(c1)CCC2	-5	.	.	.	.	95	.	?	.	89	-9
COC(=O)c1ccc(NC(=O)C(=O)NCC2CCCO2)cc1 (centres undefined)	16	-4	-1	-3	2	123	0	98	0	97	-18
CCC(CO)n1cnnc1-c1ccncc1 (centres undefined)	10	0	4	3	7	103	-1	97	2	96	-4
O=C(C1=C[C@@H](c2ccccc2)C[C@@H](OCc2ccc(CO)cc2)O1)N1CCN(Cc2ccc3c(c2)OCO3)CC1	-12	-4	-6	-4	-6	99	-6	103	-2	99	2
Cn1c(CCc2nc3ccccc3[nH]2)n[nH]c1=S	4	-2	-4	-3	-3	100	-8	104	-4	100	-38

Part of the list above, set out differently:
> CCC(CO)n1cnnc1-c1ccncc1 (centres undefined)
  Mcl1-Noxa inh = 10
  Bcl-XL Bim block = 0
  Bim-Bcl-W = 4
  Bim-Mcl-1 = 3
  Bim-Bfl-1 = 7
  RGS8-Gao reg = 103
  Bcl-B Bim block = -1
  RGS7-Gao reg = 97
  Bcl-2 Bim block = 2
  RGS4-Gao reg = 96
  Mcl1-Bid inh = -4

> COC(=O)c1ccc(NC(=O)C(=O)NCC2CCCO2)cc1 (centres undefined)
  Mcl1-Noxa inh = 16
  Bcl-XL Bim block = -4
  Bim-Bcl-W = -1
  Bim-Mcl-1 = -3
  Bim-Bfl-1 = 2
  RGS8-Gao reg = 123
  Bcl-B Bim block = 0
  RGS7-Gao reg = 98
  Bcl-2 Bim block = 0
  RGS4-Gao reg = 97
  Mcl1-Bid inh = -18

> Cc1noc(COc2ccccc2OCC(O)CNC(C)(C)C)n1 (centres undefined)
  Mcl1-Noxa inh = -14
  Bcl-XL Bim block = 3
  Bim-Bcl-W = 11
  Bim-Mcl-1 = 18
  Bim-Bfl-1 = -4
  RGS8-Gao reg = 98
  Bcl-B Bim block = 1
  RGS7-Gao reg = 99
  Bcl-2 Bim block = -1
  RGS4-Gao reg = 98
  Mcl1-Bid inh = -6

> Cc1cccc2c3nc4ccccc4nc3n(CCCN3C(=O)c4ccccc4C3=O)c12
  Mcl1-Noxa inh = 14
  Bcl-XL Bim block = 11
  Bim-Bcl-W = 3
  Bim-Mcl-1 = 3
  Bim-Bfl-1 = 8
  RGS8-Gao reg = 102
  Bcl-B Bim block = -19
  RGS7-Gao reg = 98
  Bcl-2 Bim block = 6
  RGS4-Gao reg = 101
  Mcl1-Bid inh = 73*

(listing goes on)
SMILES	Mcl1-Noxa inh	Bcl-XL Bim block	Bim-Bcl-W	Bim-Mcl-1	Bim-Bfl-1	RGS8-Gao reg	Bcl-B Bim block	RGS7-Gao reg	Bcl-2 Bim block	RGS4-Gao reg	Mcl1-Bid inh
O=C(CCn1ccnc1)Nc1ccc2ccccc2c1	14	-3	-3	0	-9	101	-3	?	-6	103	-20
Cc1ccc(C2CC(c3cccs3)=NN2C(=O)CSc2nc3ccccc3o2)cc1 (centres undefined)	2	-8	-4	-2	-16	100	-10	101	-9	103	-4
Cc1csc(NC(=O)Cn2cnnn2)n1	-38	-4	-3	-3	-2	100	-1	96	-2	100	-20
COc1cc(OC)cc(C(=O)N[C@H](C(=O)Nc2nc3c(s2)CCCC3)C(C)C)c1	11	-8	-2	-2	-13	102	-8	104	-8	102	-18
CC(Sc1nc2sc3c(c2c(=O)n1-c1ccccc1)CCCC3)C(=O)O (centres undefined)	2	.	.	.	.	99	.	?	.	103	8
COc1ccc(N2CCN(C(=O)CN3C(=O)C4CC=CCC4C3=O)CC2)cc1 (centres undefined)	-7	-13	-3	-3	-9	105	-7	105	-7	103	-30
CCOc1ccccc1NC(=O)N1CCCC(c2nc(-c3ccc(C)o3)no2)C1 (centres undefined)	-1	-2	0	0	-2	100	-3	103	-2	103	-12
Fc1ccccc1CN(CCN1CCOCC1)C(=S)Nc1ccccc1Cl	-6	-5	-5	-3	-4	99	-12	102	-1	101	-36
O=C(c1cccnc1NCc1ccccc1)N1CCOCC1	6	-8	-2	-1	-12	101	-10	102	-5	110	-20
CC(=O)Nc1sc2c(c1CN1CCN(c3ccc(F)cc3)CC1)CCCC2	23	-15	0	-5	-17	102	-14	99	-10	100	-24
Cc1ccc(N(CC(=O)NC2CCCC2)C(=O)c2ccc(C)s2)cc1	7	2	-1	0	8	100	9	?	2	99	-30
COc1ccc(NC(=O)C2CC(=O)OC2c2ccccc2)cc1 (centres undefined)	16	-1	0	0	2	90	-2	99	3	96	-48
CCc1ccc(OCCCOc2ccc(C=O)cc2)cc1	-14	-8	3	-4	-11	102	-5	100	-7	103	49
O=c1[nH]c2ccccc2n1C1=CCNCC1	11	.	.	.	.	99	.	?	.	102	-51
O=C(c1ccc(COCC(F)(F)F)o1)N1CCCC1	10	-1	0	0	-4	102	-4	96	0	102	0
CC(C)C(=O)Nc1nnc(Cc2c[nH]c3ccccc23)s1	21	.	.	.	.	101	.	?	.	102	-35
CC(C)CN(CC(C)C)C(=S)Nc1ccc(Cl)cc1	-1	-3	-1	0	1	102	-2	105	0	98	-28
COC(=O)c1ccc(C(=O)OC)c(NC(=S)N2CCN(c3ccccn3)CC2)c1	10	-2	0	7	-3	101	-7	?	-3	99	-35
CCN(C(=S)NCCOC)c1cccc2ccccc12	-3	-1	-2	-4	3	100	0	102	0	101	-10
O=c1oc2c3c(nn2c2ccccc12)CCCC3	14	-20	-6	-4	-9	104	-10	111	-9	110	5
Cc1ccc(OCc2nc(-c3cccs3)no2)c([N+](=O)[O-])c1	1	-2	-1	-2	-4	100	-4	104	-3	102	1
C=CCn1c(=NC(=O)C2COc3ccccc3O2)sc2cc(S(N)(=O)=O)ccc21 (centres undefined)	-10	-3	0	-3	1	102	-7	100	0	103	-11
CC1(C)CC(=O)C2=C(C1)Oc1ncn(Cc3ccco3)c(=N)c1C2c1ccccc1 (centres undefined)	8	-2	-4	-1	-3	102	-2	97	0	98	-14
COc1ccc(OC)c(NC(=O)Cn2cccc2)c1	-1	-2	0	-4	-5	94	-3	100	-3	99	-50
Cn1ncc(Br)c1C(=O)NCc1cccs1	-4	-2	-3	-4	-1	98	-2	101	-3	98	-20
O=C(NCCCCc1ccccc1)C1CC(c2cc(C(F)(F)F)cc(C(F)(F)F)c2)=NO1 (centres undefined)	-15	.	.	.	.	98	.	?	.	101	-30

An unsorted share of the library; any-hit rate near 2.7%.
